Source: PubChem
D1 ag = agonists of human D1 dopamine receptor. 360,000 compounds, 1% hits. AID 504660. activation, % at 2 µM. P21728. HEK293 T-REx D1 cells, calcium flux, agonist mode; in the data active = activation above about 30%; note: 0% is about no effect
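Inducible HEK293 T-REx D1 cells, force-coupled to calcium signalling, were plated at 4000 cells/well with tetracycline and held overnight at 30 C. After no-wash calcium dye loading, compound-evoked calcium rise over 180 s flagged agonists.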
D1 antagonist = human D1 dopamine receptor antagonism. AID 504652. 360,000 compounds, 3.2% hits. P21728. activity change, negative = inhibition, % at 10 µM. HEK293 TREx D1 cells, calcium flux, dopamine EC80; active compounds read low; in the data active = activity change below about -30%; note: % is set by controls: 0 for no effect and ±100 for the full control effect
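Antagonism measured as reduced calcium response to an EC80 dopamine addition following 180 s compound pre-read; cells were inducible HEK293 Trex D1 plated overnight at 30 C, read kinetically at 1 cycle/sec.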
D2 potentiator = positive allosteric modulators of human D2 dopamine receptor. HEK293 T-REx D2, calcium flux, EC20 dopamine potentiation. potentiation, % at 10 µM. 340,000 compounds, 0.34% hits. AID 485347;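 active = potentiation over 3 SD above the plate norm, cut at about 30% in these data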; note: 0% is about no effect
Target sequence (P14416 whole entry, looked up): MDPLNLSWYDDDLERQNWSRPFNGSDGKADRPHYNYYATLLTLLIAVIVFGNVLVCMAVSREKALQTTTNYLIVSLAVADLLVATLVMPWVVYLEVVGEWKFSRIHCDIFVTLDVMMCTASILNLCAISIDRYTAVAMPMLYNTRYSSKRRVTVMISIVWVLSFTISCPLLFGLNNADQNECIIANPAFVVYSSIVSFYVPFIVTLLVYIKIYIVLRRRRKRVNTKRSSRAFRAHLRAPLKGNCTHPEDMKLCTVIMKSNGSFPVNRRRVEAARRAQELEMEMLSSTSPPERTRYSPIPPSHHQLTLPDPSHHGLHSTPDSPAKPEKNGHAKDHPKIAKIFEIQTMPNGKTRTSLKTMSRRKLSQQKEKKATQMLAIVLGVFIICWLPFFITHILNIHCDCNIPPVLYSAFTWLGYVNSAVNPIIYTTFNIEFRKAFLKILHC
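Potentiation of an EC20 dopamine calcium response is measured in a force-coupled, tetracycline-inducible Hek293 Trex D2 line. Compound-only kinetic reads over 180 s flag agonists before dopamine addition.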
GRP78 ERSR act = inducers of ER stress response in human glioma cells; U87-MG GRP78 promoter luciferase reporter, 16 h; Potency, µM, inactives show top-dose activation, hits mostly activators; 420,000 compounds, 0.02% hits; AID 602332; note: potency is the fitted concentration of half-maximal effect; series mostly up to about 76 µM; % of control where 0% means no effect; nearly all actives have a fitted effect of over 35% in size
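ERSR induction read as luciferase luminescence (Bright-Glo, 10 min at room temperature) in stably transfected human U87-MG glioma cells exposed to compounds for 16 h, using GRP78 as sensor.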
RXFP1 antagonist = antagonists of human relaxin receptor RXFP1 | Q9HBX9 | HEK293-RXFP1, relaxin-stimulated cAMP HTRF, 30 min; active compounds read low | activity change, negative = inhibition, % at 57.5 µM | 350,000 compounds, 0.59% hits | AID 1259400;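 active = activity change of -60% or lower, but not beyond a set lower limit; inconclusive = change between -60% and -40%, or beyond the set limit; inactive = change above -40%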; note: % is set by controls: 0 for no effect and ±100 for the full control effect
RXFP1 ag = RXFP1 (human) receptor agonism; Q9HBX9; HEK293T-RXFP1 cAMP TR-FRET, 30 min; response scale: percent of porcine relaxin response, buffer zero; Potency, µM (titrated, usually from 57.5 µM), inactives show at the top dose activation, hits mostly activators; 370,000 compounds, 0.3% hits; AID 2676; note: potency is the fitted concentration of half-maximal effect; % is set by controls: 0 for no effect and ±100 for the full control effect; nearly all actives have a fitted effect of over 60% in size; many of its hits are not listed in these tables
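Agonist response is measured as cAMP accumulation in an RXFP1-transfected HEK293T line under PDE4 inhibition. Values are scaled between buffer-only and 29 nM porcine relaxin, and EC50s come from standard Hill equation fits.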
Vif-A3F inh = blocks the Vif interaction with APOBEC3F | HeLa A3F-eYFP + Vif (tagged APOBEC3F with the HIV-1 protein that degrades it), YFP fluorescence increase | Potency, µM (titrated, usually from 46.1 µM), inactives show at the top dose activity, negative = active | 390,000 compounds, 0.2% hits | AID 602313; note: potency is the fitted concentration of half-maximal effect; % of control where 0% means no effect; nearly all actives have a fitted effect of over 65% in size
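Fluorescence increase (Ex 488/Em 500-530) after overnight compound treatment at 37 deg C flags inhibition of Vif-driven A3F-eYFP loss in stable HeLa A3F-eYFP/Vif cells seeded overnight beforehand.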
Vif-A3G inh = Vif-A3G binding inhibition. HeLa A3G-eYFP + Vif (tagged APOBEC3G with the HIV-1 protein that degrades it), YFP fluorescence, overnight. Potency, µM (titrated, usually from 46.1 µM), without a hit: at the top dose activity, negative = active, usual class: inhibitors. 410,000 compounds, 0.076% hits;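 note: potency is the fitted concentration of half-maximal effect; % is set by controls: 0 for no effect and ±100 for the full control effect; nearly all actives have a fitted effect of over 60% in size; hits raise eYFP signal because A3G escapes Vif-driven loss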
Target sequence (Q9HC16 whole entry, looked up): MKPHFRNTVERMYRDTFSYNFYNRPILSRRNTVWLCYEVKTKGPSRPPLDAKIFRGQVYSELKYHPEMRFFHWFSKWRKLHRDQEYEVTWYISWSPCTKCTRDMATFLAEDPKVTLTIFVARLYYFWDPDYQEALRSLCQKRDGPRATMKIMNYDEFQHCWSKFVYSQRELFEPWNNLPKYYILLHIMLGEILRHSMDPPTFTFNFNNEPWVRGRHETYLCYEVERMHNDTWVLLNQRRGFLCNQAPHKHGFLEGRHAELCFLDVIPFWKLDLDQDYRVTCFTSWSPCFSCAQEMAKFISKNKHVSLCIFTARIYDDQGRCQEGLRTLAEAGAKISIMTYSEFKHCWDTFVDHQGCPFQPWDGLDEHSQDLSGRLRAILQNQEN
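Read-out is eYFP fluorescence (Ex 488/Em 500-530) from Vif-expressing HeLa A3G-eYFP cells; more signal means A3G escaped Vif-mediated degradation. Cells plated overnight, compound pinned in, incubated overnight at 37 deg C.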
D1 PAM = enhances dopamine response at the human D1 receptor; P21728; HEK293 TREx D1 cells, calcium flux, dopamine EC20 potentiation; potentiation, % at 10 µM; 360,000 compounds, 0.036% hits; AID 504651; in the data active = potentiation above about 30%; note: 0% is about no effect
* marks the source's active call; other numbers are inactive results; ? = inconclusive; / = no result given; & = joins results of further samples. Unless noted, calls come from the whole dose curve; as a rule, active = well fitted curve in the direction sought with a large enough effect; inconclusive = small, poorly fitted or top-dose-only effect, or another doubt; inactive = no such curve, though single readings can be large; an effect the other way counts as inactive or inconclusive. An excerpt; the hit share may differ from the screen's.

cpd	SMILES	D1 ag	D1 antagonist	D2 potentiator	GRP78 ERSR act	RXFP1 antagonist	RXFP1 ag	Vif-A3F inh	Vif-A3G inh	D1 PAM
1	COCCCn1c(=N)c(C(=O)NC2CCCC2)cc2c(=O)n3ccccc3nc21	-2	8	0	-4%	/	?	0%	2%	-1
2	O=[N+]([O-])c1cc(-c2ncccn2)c([N+](=O)[O-])s1	1	-14	-27	-15%	-17	-0.1%	1%	-28%	-6
3	Cc1ccc(NS(=O)(=O)c2ccc3c(c2)NC(=O)CO3)c(C)c1	3	0	16	-8%	5	0.6%	-3%	-1%	3
4	Cc1sc(N/N=C/c2ccco2)nc1-c1ccccc1	2	8	-1	10%	-89*	-0.4%	-4%	-19%	7
5	O=C(CCN1C(=O)c2ccccc2S1(=O)=O)Nc1ccccc1	0	3	-6	-3%	11	1.0%	0%	0%	-6
6	CC(C)NC(=O)c1onc(CSc2nc3ccccc3[nH]2)c1C(=O)NC(C)C	1	11	-13	-1%	/	-0.9%	-1%	-17%	-4
7	CCOC(=O)c1cc(C(=O)Nc2cccc(C)c2)nn1C	2	-3	-5	1%	-2	-0.3%	-7%	0%	8
8	CC1(C(=O)Nc2nccs2)Cc2ccccc2C(=O)O1 (stereo not drawn)	3	-10	6	-4%	-12	0.4%	-23%	-3%	2
9	COc1cc([N+](=O)[O-])ccc1NC(=O)Cc1ccccc1	1	-18	0	-4%	11	2.1%	-10%	10%	-8
10	CCS(=O)(=O)NCCc1cc2ccc(C)cc2[nH]c1=O	0	2	1	-1%	-6	0.9%	9%	1%	2
11	Cc1c(Br)c([N+](=O)[O-])nn1C(C)C(=O)NCc1cccnc1 (stereo not drawn)	1	9	-6	-6%	17	1.4%	1%	0%	0
12	CCN(CC)S(=O)(=O)c1ccc(NN=C2CCN(C)CC2)c([N+](=O)[O-])c1	4	1	1	-5%	8	1.5%	9%	-10%	-5
13	CCOc1ccc(N2C(=O)c3ccccc3NC2(C)CC)cc1 (stereo not drawn)	1	-11	16	0%	0	1.9%	7%	-3%	-6
14	CCCCOC(=O)c1[nH]c(C)c(C(=O)OC)c1C	4	-1	6	-5%	-7	0.0%	-9%	0%	-1
15	Fc1ccccc1/C=N/Nc1ncnc2nc[nH]c12	-3	-14	-3	0%	/	1.2%	-8%	2%	-4
16	O=C(NS(=O)(=O)Nc1ccc(Br)cn1)c1c[nH]c2ccccc12	2	-9	-4	-1%	-25	3.7%	-2%	1%	-3
17	Cc1c(C)c2cc(Cl)c(OCC(=O)Nc3ccccn3)cc2oc1=O	/	/	/	-4%	-1	/	-2%	2%	/
18	COc1ccc(C(=O)OCc2cc(=O)n3nc(-c4cccs4)sc3n2)cc1	3	0	10	3%	/	5.1%	2%	-6%	0
19	CCO[C@@H]1OC(C(=O)N2CCN(Cc3ccc4c(c3)OCO4)CC2)=C[C@H](C2CCCCC2)[C@H]1CCCO	15	8	9	-2%	/	-4.0%	3%	6%	-3
20	COc1ccc(-n2c(-c3ccccc3)nnc2-c2ccc(Cl)cc2)cc1	0	-20	8	0%	-1	3.5%	-1%	1%	-6
21	O=C(CCN1C(=O)c2ccccc2S1(=O)=O)Nc1cccc2ccccc12	0	-7	8	9%	-1	-0.2%	13%	1%	-3
22	CCCSc1nc(N2CCOCC2)c2c(c1C#N)CCCC2	2	4	0	-5%	-16	1.0%	-2%	0%	10
23	CCCn1cnc2c(SCc3ccccc3)nc(N)nc21	/	/	/	8%	0	/	-6%	-7%	/
24	CCc1ccc(NC(=O)c2[nH]c(C)c(C(C)=O)c2C)cc1	19	-39*	2	3%	10	-0.7%	-26%	-5%	-9
25	COc1ccc(CCNC(=O)Cc2cccs2)cc1OC	4	-22	-4	-6%	-16	-0.8%	3%	-3%	-2
26	Cc1oc(/N=C/c2ccc(O)cc2O)c(C#N)c1C	2	0	-1	-3%	-9	0.6%	-18%	1%	11
27	CCCCn1c(N)c(Sc2ccccc2)c(=O)[nH]c1=O	-2	/	-14	-4%	13	0.9%	0%	2%	-2
28	CC(/C=C1\SC(=S)N(CC(=O)O)C1=O)=C\c1ccccc1	3	2	-3	-3%&-1%	-7	0.6%	9%	0%	-1
29	O=c1cc(/C=C/c2ccccc2)oc2c1ccc1ccccc12	4	5	-15	-2%	-24	0.1%	1%	-25%	-7
30	O=C(c1cccc([N+](=O)[O-])c1)N1c2nc(-c3ccco3)nn2C2(CCCCC2)[C@@H]2CCCC[C@@H]21	-1	5	18	2%	-24	-0.1%	-4%	-7%	1

Fetched one by one from above (two):
cpd	SMILES	D1 ag	D1 antagonist	D2 potentiator	GRP78 ERSR act	RXFP1 antagonist	RXFP1 ag	Vif-A3F inh	Vif-A3G inh	D1 PAM
22	CCCSc1nc(N2CCOCC2)c2c(c1C#N)CCCC2	2	4	0	-5%	-16	1.0%	-2%	0%	10
24	CCc1ccc(NC(=O)c2[nH]c(C)c(C(C)=O)c2C)cc1	19	-39*	2	3%	10	-0.7%	-26%	-5%	-9

Later entries:
cpd	SMILES	D1 ag	D1 antagonist	D2 potentiator	GRP78 ERSR act	RXFP1 antagonist	RXFP1 ag	Vif-A3F inh	Vif-A3G inh	D1 PAM
31	O=C(O)c1cccc(S(=O)(=O)Nc2cc(Cl)ccc2Cl)c1	0	0	-7	9%	1	-4.5%	0%	-1%	1
32	CC(C)N(C(=O)CSc1nc2ccccc2c(=O)[nH]1)C(C)C	4	1	-2	1%	13	-0.4%	1%	-2%	-6
33	Cc1ccc(NC(=O)CSc2nnc(CSc3nc(C)cc(C)n3)n2Cc2ccco2)c(C)c1	1	-1	-15	-4%	18	-0.1%	-1%	-8%	-1
34	CCc1ccccc1NC(=O)c1ccccc1N1C(=O)C2C3C=CC(C3)C2C1=O (stereo not drawn)	2	21	13	-1%	0	0.0%	0%	3%	-1
35	C/C(=N\NC(=O)COc1ccccc1)c1cccs1	1	18	-2	2%	5	2.7%	3%	-3%	-6
36	Cc1ccc(NC(=O)C2CCCN2S(=O)(=O)c2ccc(-c3ccc(=O)[nH]n3)s2)c(C)c1 (stereo not drawn)	0	1	-4	-3%	1	1.5%	-6%	-2%	-5
37	COc1cccc(NC(=O)C(NCCC(C)C)c2ccccc2)c1 (stereo not drawn)	6	10	-13	-1%	-3	-0.5%	-2%	0%	-1
38	CCCC(C)NC(=O)CN(Cc1ccco1)S(=O)(=O)c1ccccc1 (stereo not drawn)	2	-7	4	-4%	5	-0.8%	6%	0%	/
39	CC(=O)N1c2ccccc2CC1C(=O)N1CCN(c2cc(Cl)ccc2C)CC1 (stereo not drawn)	0	6	-9	-2%	-14	-0.7%	0%	-1%	0
40	Cc1ccc(C)c(NS(=O)(=O)c2c(C)nc3sccn3c2=O)c1	2	-18	8	-2%	/	-1.2%	3%	0%	4
41	CCC(C)C(=O)Nc1ccc(OC)cc1OC (stereo not drawn)	2	7	1	-1%	22	0.8%	-1%	0%	1
42	Cc1ccc(N2CCN(C3=NC(=O)C(Cc4ccccc4)S3)CC2)cc1 (stereo not drawn)	3	6	-5	-3%	-16	-0.5%	-18%	0%	-3
43	COc1cccc(N2CCN(C(=O)CCCCCn3c(=S)[nH]c4cc5c(cc4c3=O)OCO5)CC2)c1	2	-9	8	-3%	?	?	7%	-10%	0
44	Cc1c(C(=O)N2CCC(C)CC2)cccc1[N+](=O)[O-]	0	-6	-5	-2%	-6	-0.4%	12%	0%	-7
45	O=C(CN1C(=O)C2C3C=CC(C3)C2C1=O)NCCc1ccccc1 (stereo not drawn)	5	-4	9	-4%	1	-0.2%	-1%	-2%	-4
46	Cn1c(=O)c2c(nc(NCCOc3ccc(F)cc3)n2C)n(C)c1=O	6	0	8	-4%	-24	-4.4%	3%	0%	-1
47	O=C(CCN1C(=O)c2ccccc2S1(=O)=O)NCc1ccco1	2	5	23	-1%	-8	0.8%	-1%	1%	0
48	Nn1c(SCc2cccc3ccccc23)nnc1-c1ccco1	1	-10	8	0%	3	3.4%	2%	0%	-3
49	COC(=O)C1=C(C(=O)OC)C2(OC1c1cccc(F)c1)C(=O)c1ccccc1C2=O (stereo not drawn)	2	-8	-5	-3%	-7	-0.3%	-8%	1%	-4
50	CCN(CC(=O)Nc1ccccc1OC)C(=O)c1ccc(N(C)S(=O)(=O)c2ccc(C)cc2)cc1	4	-18	-1	0%	-2	0.1%	-5%	-1%	-8
51	COCCn1c(CCC(=O)Nc2ccc(OC)c(OC)c2)nc2cccnc21	2	12	1	-5%	0	2.1%	-6%	1%	-1
52	COc1ccc(S(=O)(=O)Nc2ccccc2C(=O)NN2CCOCC2)cc1OC	/	/	/	-1%	0	/	1%	-3%	/
53	C=CCN(c1ccccc1)S(=O)(=O)c1cccc(C(=O)Nc2nnc(SCC)s2)c1	1	-85*	-7	4%	-32	4.9%	-4%	1%	-12
54	N#Cc1nc(-c2ccc(OCc3ccccc3)cc2)oc1NCc1ccco1	1	4	5	2%	-5	4.8%	/	-5%	-4
55	COc1ccc(C(CNC(=O)c2cccc(S(=O)(=O)Nc3ccc(F)cc3)c2)N(C)C)cc1 (stereo not drawn)	44*	-23	12	-4%	-31	-1.3%	7%	0%	-6
56	O=C(Cn1nc(-c2ccc3c(c2)OCCO3)ccc1=O)Nc1ccc(N2CCOCC2)cc1	-1	-4	8	/	/	1.6%	/	/	-5
57	Cc1ccc(C)c(S(=O)(=O)N2CCN(C(C(=O)Nc3ccc(F)cc3)c3ccccc3)CC2)c1 (stereo not drawn)	3	1	-4	-2%	-4	0.3%	-6%	-1%	5
58	COc1ccc(C(=O)C2CCCN(C/C=C/c3ccccc3OC)C2)c(OC)c1 (stereo not drawn)	1	2	-22	-4%	-8	0.3%	-1%	-1%	-9
59	Cc1nc2nc(C)c(CCC(=O)NCCCN3CCN(c4cccc(Cl)c4)CC3)c(C)n2n1	3&2	-11&-12	-14&-32	1%&-1%	-8&-3	4.5%&-0.7%	2%&-3%	1%&0%	-11&-4
60	CCC(c1nnnn1Cc1ccccc1)N1CCN(c2ccccc2)CC1 (stereo not drawn)	1	-7	1	-2%	0	-1.0%	1%	-1%	-1
61	O=S1(=O)C[C@H]2NC(=S)N(c3ccccc3)[C@H]2C1	2	-14	18	-2%	-2	-2.1%	-4%	0%	-6
